Bioassay records as filed in PubChem BioAssay.
PLCg1 inh = blocks human PLC-gamma1 enzyme activity. purified PLC-gamma1, fluorogenic substrate, fluorescence. 370,000 tested, 0.84% active. P19174. AID 720700. inhibition, % at 12.2 µM; in the data active = inhibition above about 9.5%
ARFGAP1 inhibitor = inhibits rat ARF GTPase activating protein 1; Q62848; Arfgap1-stimulated ARF1 GTP hydrolysis, GDP FP detection; inhibition, % at 16.5 µM; 360,000 tested, 0.26% active;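 active = inhibition above a per-plate limit, mean inhibition of low control wells plus 3 SD, cut at about 25% in these data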;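 also: 0% = DMSO wells with enzyme and 100% = wells lacking Arfgap1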
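Assay system: purified rat His6-Arfgap1 residues 1-136 (GAP domain); Reagent: human Δ17 ARF1 bound to GTP; Dosing: 16.5 µM single point, 1.26% DMSO; Times: GTP hydrolysis reaction 2 h at 25 °C; Signal: FP, GDP Alexa 633 tracer displaced from anti-GDP antibody, 620/688 nm; Measure: % inhibition from polarization.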
PLC-beta3 inh = PLC-beta3 (human) inhibition, primary screen | inhibition, % at 12.2 µM | Purified PLC-beta3, fluorogenic substrate, fluorescence | AID 720704 | 370,000 tested, 0.18% active; in the data active = inhibition above about 11%;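 also: 0% = median of compound wells on plate and 100% = full blocker control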
Tn6 DDE FP = inhibitors of Tn6 peptide binding to human fibrin DD(E). inhibition, % at 8.3 µM. Fibrin DD(E) TRITC-Tn6 fluorescence polarization displacement. 370,000 tested, 0.21% active. AID 720509. P02675;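 active = inhibition above a per-campaign cutoff: mean of compounds within control limits plus 3 SD, cut at about 15% in these data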;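 also: 0% = median of all compound wells on the plate and 100% = blocking peptide control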
ASAP1 GAP inh = ASAP1 ArfGAP inhibition; 360,000 tested, 0.19% active; Q9ULH1; AID 624377; ASAP1-stimulated ARF1 GTP hydrolysis, GDP FP detection; inhibition, % at 16.5 µM; in the data active = inhibition above about 25%;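 also: 0% = vehicle with enzyme and substrate and 100% = no enzyme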
Target sequence (Q9ULH1 325-724 limits assumed): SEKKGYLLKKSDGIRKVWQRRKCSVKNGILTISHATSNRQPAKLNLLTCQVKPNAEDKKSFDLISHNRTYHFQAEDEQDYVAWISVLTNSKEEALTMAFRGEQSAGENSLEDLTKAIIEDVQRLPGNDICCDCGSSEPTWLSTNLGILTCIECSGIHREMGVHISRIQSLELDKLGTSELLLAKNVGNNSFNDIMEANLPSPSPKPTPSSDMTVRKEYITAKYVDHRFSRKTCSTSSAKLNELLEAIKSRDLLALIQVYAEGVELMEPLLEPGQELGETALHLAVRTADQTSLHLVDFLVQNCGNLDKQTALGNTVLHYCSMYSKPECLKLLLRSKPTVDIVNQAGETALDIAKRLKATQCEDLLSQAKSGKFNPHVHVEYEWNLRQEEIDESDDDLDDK
ADAM17 inh = ADAM17 inhibition, QFRET primary screen; inhibition, % at 6.95 µM; P78536; 370,000 tested, 0.83% active; AID 720648; recombinant ADAM17, EDANS/DABCYL FRET peptide cleavage;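 active = inhibition above the mean of compounds lying between control limits plus 3 SD, set per campaign, cut at about 8.5% in these data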;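 also: 0% = DMSO-only wells as the low control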
Target sequence (P78536 215-824 limits assumed): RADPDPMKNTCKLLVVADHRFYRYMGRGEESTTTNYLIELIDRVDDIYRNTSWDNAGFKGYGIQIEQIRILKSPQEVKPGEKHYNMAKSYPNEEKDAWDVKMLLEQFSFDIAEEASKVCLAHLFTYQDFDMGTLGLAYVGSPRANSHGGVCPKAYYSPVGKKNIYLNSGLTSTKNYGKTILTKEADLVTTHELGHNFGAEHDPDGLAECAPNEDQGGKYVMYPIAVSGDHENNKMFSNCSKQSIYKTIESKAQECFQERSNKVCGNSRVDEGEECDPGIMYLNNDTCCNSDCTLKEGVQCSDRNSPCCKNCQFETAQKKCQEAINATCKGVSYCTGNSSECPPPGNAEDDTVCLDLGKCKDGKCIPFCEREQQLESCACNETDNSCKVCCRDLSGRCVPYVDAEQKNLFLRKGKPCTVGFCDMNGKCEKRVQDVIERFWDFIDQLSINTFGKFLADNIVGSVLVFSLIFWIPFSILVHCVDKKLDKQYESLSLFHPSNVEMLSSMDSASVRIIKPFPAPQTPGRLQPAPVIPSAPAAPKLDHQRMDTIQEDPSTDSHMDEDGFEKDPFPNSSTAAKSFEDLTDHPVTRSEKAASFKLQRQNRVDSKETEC
TDP2 absorb = blocks human TDP2 phosphodiesterase activity; recombinant TDP2, T5PNP hydrolysis, p-nitrophenol absorbance 415 nm; 370,000 tested, 0.34% active; inhibition, % at 12.8 µM; O95551;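 active = inhibition above the mean of all tested compounds plus 3 SD, set per campaign, cut at about 25% in these data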;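 also: 0% = DMSO with enzyme and 100% = buffer with substrate but no TDP2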
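Read-out basis: percent inhibition. System: recombinant human TDP2. Buffer or medium: Mg2+-containing Tris-HCl buffer, pH 7.5. Repeats: single replicate. Timing: reaction 2 h, 37 °C. Benchmarks: high control without enzyme, low control DMSO plus TDP2. Probe or stimulus: 5 mM T5PNP. Doses: 12.8 µM only. Measured by: epi absorbance of p-nitrophenol freed from T5PNP by hydrolysis.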
SIAE inh = human SIAE inhibition, primary screen; AID 1053197; inhibition, % at 9.66 µM; SIAE FP-Rh probe binding, fluorescence polarization; 370,000 tested, 0.69% active; Q9HAT2;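 active = inhibition above a cutoff: mean of compounds within the control limits plus 3 SD of those, cut at about 17% in these data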;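 also: 0% = plate median of compound wells and 100% = probe without SIAE protein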
ADAM10 inh = inhibits human ADAM10 | O14672 | recombinant ADAM10, EDANS/DABCYL FRET peptide cleavage, 3 h | inhibition, % at 7 µM | 370,000 tested, 0.62% active;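 active = inhibition above a per-campaign cutoff equal to the mean of compounds falling between control-based bounds plus 3 SD, cut at about 20% in these data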;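 also: 0% = DMSO wells while the 100% control is not disclosed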
DDE Tn7 FP inh = DD(E)-Tn7 binding inhibition, primary FP screen; P02675; 370,000 tested, 0.13% active; FP displacement of FITC-Tn7 peptide from fibrin DD(E); 0% = median of compound wells per plate; inhibition, % at 8.3 µM;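 active = inhibition above the mean of compounds falling within the control limits plus 3 SD of them, cut at about 14% in these data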;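 also: 0% = plate median of compound wells and 100% = 10 µM Aha-Tn7 peptide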
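Assay system: Human fibrin DD(E) protein | Medium: Tris buffer with calcium and detergent, pH 7.8 | Reagent: 0.1 µM fluorescent Tn7 | Compound dosing: Single point at 8.3 µM | Times: 10 min preincubation, 3 h with tracer, room temperature | Detection: Fluorescence polarization of the labelled Tn7 tracer | Controls: Aha-Tn7 high control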
* marks the source's active call; other numbers are inactive results.

Screens in order: PLCg1 inh	ARFGAP1 inhibitor	PLC-beta3 inh	Tn6 DDE FP	ASAP1 GAP inh	ADAM17 inh	TDP2 absorb	SIAE inh	ADAM10 inh	DDE Tn7 FP inh
#1 COC(=O)c1cc(NC(=O)CN(c2ccccc2OC)S(=O)(=O)c2ccccc2)ccc1Cl
  0	7	-1	-1	4	8	-4	-47	12	6
#2 O=C(CC1C(=O)NCCN1Cc1ccc(F)c(F)c1)NCCn1cccn1 (configuration not stated)
  -9	-6	-8	-4	-3	-3	10	8	-11	-2
#3 Cc1nc2cc(NCc3cc([N+](=O)[O-])ccc3O)ccc2n1Cc1ccccc1
  2	4	1	-5	3	-2	-3	-2	-6	9
#4 Clc1ccc(Nc2ncnc3c2cnn3-c2ccccc2)cc1
  -9	5	-12	-3	2	-3	-6	-25	-19	2
#5 CS(=O)(=O)N(CC(=O)Nc1ccccc1C(=O)NCc1ccco1)c1ccc2c(c1)OCCO2
  -1	-1	2	1	-9	-1	9	-3	-3	2
#6 CC(=O)Nc1ccc(N2CCC(C)CC2)c([N+](=O)[O-])c1
  2	-5	4	-3	11	-1	6	0	2	-2
#7 O=C(Nc1ccc(N2CCOCC2)c(Cl)c1)c1ccccc1Cl
  3	10	4	-4	-12	-3	1	-4	-2	3
#8 Cc1nnc(SCc2ccccc2)[nH]c1=O
  0	6	-1	0	-12	-2	-8	6	-3	6
#9 Cc1ccc(Nc2ccncc2S(N)(=O)=O)cc1
  2	-8	2	0	18	-1	3	-3	1	-3
#10 CCOC(=O)c1ccc(NC(=O)N2CCN(Cc3ccccc3)CC2)cc1
  1	-5	2	-6	-5	-3	2	-6	-7	3
#11 CCC(Sc1nccn1C)C(=O)Nc1nnc(C)s1 (configuration not stated)
  0	9	2	9	-4	-1	6	0	-10	-7
#12 O=S1(=O)CCN(Cc2ccccc2Cl)CC1
  0	3	0	7	2	-3	7	-3	6	1
#13 CC1(C)NC(=O)N(CC(=O)Nc2ccc(-c3ccccc3)cc2)C1=O
  1	7	3	-2	2	-2	-4	-4	-5	-2
#14 COc1cccc(OCCn2ccnc2)c1
  2	6	2	-8	4	-1	1	-2	9	-5
#15 Cc1cc(CN(C)C(=O)CC2C(=O)NCCN2Cc2ccc(F)c(F)c2)on1 (configuration not stated)
  -4	14	-13	2	-7	-3	0	-5	-5	4
#16 N#Cc1cc(S(=O)(=O)c2ccc(F)cc2)c(N)[nH]c1=O
  -4	-1	-1	0	-6	-2	-7	1	-5	2
#17 CC(=O)C1=C(O)CCC1=NCCc1ccccc1
  1	-7	-2	-1	-21	-3	3	-1	-3	5
#18 O=C(Oc1coc(CSc2ncccn2)cc1=O)c1ccccc1[N+](=O)[O-]
  -1	1	-2	2	7	-4	3	5	-1	4
#19 O=C(Oc1ccc(=O)n(-c2ccccc2)n1)c1ccc(Cl)cc1
  0	2	2	-10	3	0	7	4	2	-12
#20 Clc1ccccc1C1CC(c2ccccc2)Nc2ncnn21 (configuration not stated)
  3	1	-3	2	8	-3	-4	-5	92*	0
#21 CC1(C)NC(=O)N(CC(=O)N2CCN(S(=O)(=O)c3ccccc3C(F)(F)F)CC2)C1=O
  5	-5	-5	-4	9	-6	-1	-3	-15	2
#22 Cn1c2c(c(=O)n(C)c1=O)CS(=O)c1ccccc1N2 (configuration not stated)
  5	-10	2	6	-13	6	-16	3	-5	-3
#23 Cc1ccc(CN2CCN(CC(=O)N3CCC(C(N)=O)CC3)C2=O)cc1
  3	13	7	-7	-6	2	3	0	4	-6
#24 O=C(NCc1cccs1)C1CCC(CNS(=O)(=O)c2ccc(Br)s2)CC1 (configuration not stated)
  2	2	1	-2	-11	-1	-2	-1	-3	3
#25 CCOC(=O)c1ccc(OCCOc2cccc(C)c2)cc1
  -2	-3	-9	-5	5	-3	0	5	-3	5
#26 Cn1c(COc2ccc3ccccc3c2)nnc1SCC(=O)O
  2	-8	-1	3	1	-4	-14	2	-7	2
#27 CCc1cccc(CC)c1NC(=S)NCC(c1cccnc1)N(C)C (configuration not stated)
  1	-7	-2	0	6	0	3	1	-8	-1
#28 CCCC1COC(Cn2cncn2)(c2ccc(C)cc2)O1 (configuration not stated)
  6	5	-3	0	0	-1	-10	-5	-8	-7
#29 CCOC(=O)c1[nH]c2ccc(OC)cc2c1C
  -179	5	-209	-6	1	-35	0	3	-88	5
#30 Cc1cc(S(=O)(=O)NCc2ccc3c(c2)OCO3)ccc1F
  6	7	0	1	-4	4	-16	0	16	-8
#31 CCOC(=O)C1C(c2cc(OC)c(O)c(OC)c2)NC(=S)NC1(O)C(F)(F)F (configuration not stated)
  9	1	8	0	0	3	-6	8	4	-9
#32 Oc1cc2c(cc1O)C(c1ccccc1)CNCC2 (configuration not stated)
  2	-13	-4	-2	-18	1	-6	0	4	-2
#33 O=c1[nH][nH]c2cc(=O)n(-c3ccc(Cl)cc3)nc12
  -3	-8	-4	-4	-13	0	8	15	5	4
#34 CCN(C(=O)COC(=O)c1cccs1)c1c(N)n(Cc2ccccc2)c(=O)[nH]c1=O
  4	1	1	-2	7	1	4	5	4	-6
#35 Cc1cc(C)c(C#N)c(SCC(=O)C2CC2)n1
  -322	3	-347	7	10	-73	-20	9	-161	3
#36 C=CCc1cccc(C=Nc2cc(Br)ccc2O)c1O
  -1	-22	3	-5	0	1	-5	11	-8	-7
#37 O=C(Nc1ccccc1NS(=O)(=O)c1ccc(F)cc1)C1CCC1
  1	-1	-5	1	9	-3	4	2	4	-1
#38 Cc1cccc(-c2ncc(CN3CCC(CO)(CCCc4ccccc4)CC3)cn2)c1
  0	3	-6	-2	7	0	-1	2	6	3
#39 CC1CCCC(C)N1/N=C/c1cccc(Br)c1 (configuration not stated)
  2	12	-5	5	13	0	6	9	7	4
#40 CC1CC(C)CN(C(=O)/C(=C\c2ccccc2)c2ccccc2)C1 (configuration not stated)
  1	0	-1	8	-12	-2	-4	1	-3	9

Another view of two compounds above.
nr | SMILES | PLCg1 inh | ARFGAP1 inhibitor | PLC-beta3 inh | Tn6 DDE FP | ASAP1 GAP inh | ADAM17 inh | TDP2 absorb | SIAE inh | ADAM10 inh | DDE Tn7 FP inh
35 | Cc1cc(C)c(C#N)c(SCC(=O)C2CC2)n1 | -322 | 3 | -347 | 7 | 10 | -73 | -20 | 9 | -161 | 3
36 | C=CCc1cccc(C=Nc2cc(Br)ccc2O)c1O | -1 | -22 | 3 | -5 | 0 | 1 | -5 | 11 | -8 | -7

(list continues)
Screens in order: PLCg1 inh	ARFGAP1 inhibitor	PLC-beta3 inh	Tn6 DDE FP	ASAP1 GAP inh	ADAM17 inh	TDP2 absorb	SIAE inh	ADAM10 inh	DDE Tn7 FP inh
#41 O=C(COc1ccc2c3c(c(=O)oc2c1)CCC3)NCCCN1CCOCC1
  -3	4	-10	-2	-5	-19	15	-5	-49	3
#42 COc1ccc(-c2cc(CNS(=O)(=O)c3ccc(NC(C)=O)cc3)on2)cc1
  0	-11	-3	5	-4	0	1	6	4	4
#43 CCOC(=O)c1cc(C)nn1-c1nc(Cl)cc(OC)n1
  5	-14	2	-3	-13	1	4	7	3	-1
#44 CCOc1ccc(OCc2ccc(C(=O)Nc3cccnc3)cc2)cc1
  4	8	-4	-1	2	3	-4	-2	-3	-7
#45 Cc1ccc(S(=O)(=O)NC2CC(C)(C)NC(C)(C)C2)cc1C
  0	6	-9	5	-11	-1	-16	3	-7	4
#46 CC(Nc1n[nH]c(=O)[nH]c1=O)C(=O)N/N=C/c1ccccc1 (configuration not stated)
  0	-12	-6	-4	-10	-7	15	7	-9	5
#47 CC1=CC(C)C2C(=O)N(c3ccccc3)NC(=O)C2C1 (configuration not stated)
  3	-2	-4	3	-8	-1	-9	-1	3	6
#48 C[C@H]1CN([C@@H](C)CO)C(=O)CCCn2nncc2CO[C@H]1CN(C)C(=O)c1cc(-c2ccccc2)on1
  2	-5	1	3	12	-2	-6	2	-13	6
#49 CCc1cc2c(nc1CC)CCCN2S(=O)(=O)c1c(C)noc1C
  -3	-2	-6	0	-14	-3	1	-7	-8	-3
#50 COC(=O)CCn1nnc(-c2cccs2)n1
  2	7	6	-5	0	-2	8	3	5	2
#51 Cc1ccc(S(=O)(=O)NC(=O)Nc2ccccc2)cc1
  2	-14	1	2	13	3	-2	-1	1	-12
#52 COc1cccc(NC(=O)CN(C)C(=O)Cc2ccc3c(c2)OCCO3)c1
  2	-4	0	1	-18	0	-3	4	1	2
#53 COc1cccc(CN2CCCC(N3CCc4ccccc4C3)C2)c1O (configuration not stated)
  2	-1	-7	7	2	0	3	6	5	-10
#54 COC(=O)c1scc(C)c1S(=O)(=O)Nc1ccc(C)cc1
  3	-9	-3	3	-9	1	1	0	4	7
#55 O=C(CCC(=O)N1CCOc2ccccc21)Nc1ccc(F)cc1F
  1	-5	3	3	-11	-1	6	-1	-5	2
#56 O=S(=O)(NCc1ccc2c(c1)OCO2)c1c(F)cc(F)cc1Br
  0	-9	-5	-5	1	-1	-10	-8	-5	1
#57 N/C(=N\OC(=O)c1ccccc1Br)c1ccc([N+](=O)[O-])cc1
  1	-16	-2	12	-16	4	8	-2	8	5
